Source: PubChem
TLR9-MyD88 block = inhibitors of human TLR9-MyD88 binding; inhibition, % at 4.98 µM; AID 504734; CHO BLA complementation TLR9-MyD88, CCF4 FRET ratio; 340,000 compounds, 0.21% hits; Q9NR96+Q99836;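 active means inhibition above the mean over all tested compounds plus 3 SD, cut at about 21% in these data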;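 further: 0% = DMSO only wells and 100% = clavulanate BLA inhibitor control wells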
TRAIL sens C8 = caspase-8 TRAIL sensitization; NB7+C8 cells + TRAIL, ATPlite viability luminescence; inhibition (viability loss, TRAIL sensitization), % at 10 µM; 360,000 compounds, 1% hits;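 active means compounds causing at least 50% loss of cell viability in the single-dose screen, relative to plate controls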
NR2F2 inh = blocks human COUP-TFII nuclear receptor. HEK293T NGFI-A luciferase reporter, luminescence. inhibition, % at 8.6 µM. 370,000 compounds, 0.7% hits. AID 686940;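 active means inhibition above a per-plate cutoff, mean inhibition of test wells between control levels plus 3 SD, cut at about 38% in these data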;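 further: cells cotransfected with COUP-TFII expression vector driving the NGFI-A reporter; 0% = median of COUP-TF2 test wells and 100% = reporter-only cells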
Target sequence (P24468 whole entry, looked up): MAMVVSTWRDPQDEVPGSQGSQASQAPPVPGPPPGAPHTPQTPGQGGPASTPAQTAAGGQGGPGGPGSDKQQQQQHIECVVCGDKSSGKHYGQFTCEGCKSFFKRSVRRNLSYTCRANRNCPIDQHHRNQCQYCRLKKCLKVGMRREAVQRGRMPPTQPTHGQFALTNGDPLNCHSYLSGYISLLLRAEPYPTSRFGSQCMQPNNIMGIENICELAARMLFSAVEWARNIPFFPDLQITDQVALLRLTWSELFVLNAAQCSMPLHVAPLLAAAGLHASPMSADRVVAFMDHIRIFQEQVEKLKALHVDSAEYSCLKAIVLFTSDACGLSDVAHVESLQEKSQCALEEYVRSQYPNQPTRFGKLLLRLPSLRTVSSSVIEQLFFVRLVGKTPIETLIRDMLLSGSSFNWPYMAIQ
NOD2-RIPK2 inh = NOD2-RIPK2 protein interaction inhibition | O43353 | CHO BLA complementation NOD2-RIPK2, CCF4 ratio | inhibition, % at 4.98 µM | 360,000 compounds, 0.38% hits | AID 624267; in the data active means inhibition above about 21%;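 further: 0% = vehicle only and 100% = reference blocker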
Target sequence (O43353 whole entry, looked up): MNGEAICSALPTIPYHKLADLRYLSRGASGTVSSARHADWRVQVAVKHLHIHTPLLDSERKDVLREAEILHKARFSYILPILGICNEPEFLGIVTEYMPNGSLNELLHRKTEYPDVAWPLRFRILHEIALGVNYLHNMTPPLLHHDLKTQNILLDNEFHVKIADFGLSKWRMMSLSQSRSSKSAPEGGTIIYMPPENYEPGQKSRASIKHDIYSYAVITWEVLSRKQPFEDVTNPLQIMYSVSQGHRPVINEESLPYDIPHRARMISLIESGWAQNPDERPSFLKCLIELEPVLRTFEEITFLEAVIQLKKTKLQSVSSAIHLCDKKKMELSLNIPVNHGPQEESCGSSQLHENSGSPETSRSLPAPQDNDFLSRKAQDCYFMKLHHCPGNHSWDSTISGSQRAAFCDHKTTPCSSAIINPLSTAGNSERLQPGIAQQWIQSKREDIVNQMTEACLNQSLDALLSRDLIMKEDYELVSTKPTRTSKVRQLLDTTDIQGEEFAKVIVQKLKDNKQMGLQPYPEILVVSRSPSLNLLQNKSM
NR5A2 inv ag = suppresses constitutive activity of human LRH-1. 360,000 compounds, 0.13% hits. HEK293T StAR-luciferase reporter, LRH-1 transfected, 24 h. AID 602396. inhibition, % at 3.6 µM;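 active means inhibition above the mean inhibition of all tested compounds plus 3 SD, cut at about 73% in these data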;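 further: 0% = DMSO wells and 100% = reporter-only cells lacking LRH-1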
TROY signal inh = inhibitors of TROY-dependent NF-kB signaling. inhibition, % at 10 µM. AID 1347056. 360,000 compounds, 0.98% hits. Q293 LMP1-TROYcd NF-kB luciferase reporter, 4 h;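 active means compounds whose plate-normalised and pattern-corrected inhibition of the luciferase reporter signal at the single screening dose is 50% or more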
NCOA2 inhibitor = inhibits human steroid receptor coactivator 2; Q15596; HEK293 GAL4-SRC2 luciferase reporter, luminescence; inhibition, % at 9 µM; 370,000 compounds, 0.17% hits;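 active means inhibition above the mean inhibition of all tested compounds plus 3 SD, set per campaign, cut at about 52% in these data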;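 further: 0% = DMSO treated cells and 100% = cells given Gossypol at 36 µM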
NCOA3 inh = inhibitors of human steroid receptor coactivator 3 (SRC3); inhibition, % at 3.6 µM; 360,000 compounds, 0.17% hits; HEK293 GAL4-SRC3 luciferase reporter, luminescence; AID 588352; Q9Y6Q9;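 active means inhibition above a per-campaign cutoff, the mean of all compounds plus 3 SD, cut at about 60% in these data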;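 further: 0% = DMSO-treated cells and 100% = gossypol-treated cells at 36 µM; higher means less SRC3-driven luciferase light from the GAL4 reporter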
EBV LMP1 NFkB = Epstein-Barr LMP1 NF-kappaB reporter inhibition; 350,000 compounds, 0.69% hits; LMP1-induced NF-kappaB luciferase reporter cells, luminescence; inhibition, % at 12.5 µM; AID 504558; in the data active means inhibition above about 41%;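 further: 0% = neutral control wells and 100% = reference inhibitor control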
SRC1 inh = inhibitors of human steroid receptor coactivator 1 (SRC1); Q15788; HEK293 GAL4-SRC1 luciferase reporter, luminescence; inhibition, % at 3.6 µM; 360,000 compounds, 0.12% hits; AID 588354;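 active means inhibition above the campaign mean plus 3 SD, with each screening campaign given its own cutoff, cut at about 60% in these data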;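 further: 0% = DMSO treated cells and 100% = gossypol at 36 µM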
TWEAK-Fn14 inh = TWEAK-Fn14 signaling inhibition; TWEAK-stimulated Fn14 reporter cells, luciferase luminescence, 8 h; inhibition, % at 10 µM; 360,000 compounds, 2% hits; AID 1159606; in the data active means inhibition above about 50%
* = called active by the depositor; . = no result given. These rows are one share of the data; the hit share may differ from the screen's.

Preview (two entries):
SMILES	TLR9-MyD88 block	TRAIL sens C8	NR2F2 inh	NOD2-RIPK2 inh	NR5A2 inv ag	TROY signal inh	NCOA2 inhibitor	NCOA3 inh	EBV LMP1 NFkB	SRC1 inh	TWEAK-Fn14 inh
COCCn1c(SCC(=O)Nc2ccc(OC)cc2)nnc1-c1ccoc1C	5	-25	2	-7	-11	-33	-14	-2	-11	-7	13
O=C(Nc1nc(-c2ccccn2)cs1)C1COc2ccccc2O1 (centres undefined)	-7	19	1	14	2	-25	8	-8	33	21	-64

The list itself, from the first entry:
SMILES	TLR9-MyD88 block	TRAIL sens C8	NR2F2 inh	NOD2-RIPK2 inh	NR5A2 inv ag	TROY signal inh	NCOA2 inhibitor	NCOA3 inh	EBV LMP1 NFkB	SRC1 inh	TWEAK-Fn14 inh
COCCn1c(SCC(=O)Nc2ccc(OC)cc2)nnc1-c1ccoc1C	5	-25	2	-7	-11	-33	-14	-2	-11	-7	13
O=C(Nc1nc(-c2ccccn2)cs1)C1COc2ccccc2O1 (centres undefined)	-7	19	1	14	2	-25	8	-8	33	21	-64
CCC(=O)NC(Nc1nc(C)cs1)(C(=O)OC)C(F)(F)F (centres undefined)	3	0	2	-8	-12	-10	-24	-12	-1	9	1
CC(=O)Nc1ccccc1NC(=O)C/C(C)=N/NC(=O)Cc1cccc2ccccc12	6	6	2	0	0	-3	6	-11	2	-3	6
CN1C(=O)/C(=C/C=C2\SCCN2C)OC1=S	-4	-15	-38	-8	-41	-2	-45	-45	-20	-61	-4
CC1CC(C)CN(CCCNC(=O)c2cc3c(=O)[nH]c4ccccc4c3n2C)C1 (centres undefined)	-3	7	-14	-6	2	2	-6	3	-12	4	-18
COc1cccc(C2CC(c3cccc(Br)c3)n3nc(N)nc3N2)c1 (centres undefined)	0	-16	2	-3	7	-35	0	10	-10	-2	7
CC(=O)c1ccc(N2CCN(C(=O)c3cc(C)on3)CC2)cc1	-6	9	-7	-9	15	-15	-18	7	8	-3	-7
COCCn1cc(C(=O)N2CCC(C)CC2)c2c3ccccc3n(C)c2c1=O	-2	8	8	-8	22	8	23	21	-6	5	3
CC(C)(C)OC(=O)N[C@@H](Cc1ccccc1)C(=O)N1CCC(C(=O)NCC(=O)O)CC1	-8	9	-2	2	-4	-12	14	-7	-3	-11	8
O=C(Cc1c(F)cccc1Cl)Nc1ncc([N+](=O)[O-])s1	6	3	-6	3	-50	-8	-15	-40	-11	-54	-1
Cc1ccc(Cn2c(=O)cc(C(=O)O)c3ccccc32)cc1	-5	-3	.	-3	-4	-22	.	5	10	-14	8
Cc1ccc(-n2ccnc(SCC(=O)NC3CCCC3)c2=O)cc1Cl	-10	-1	3	-5	-15	-3	-21	13	-1	-27	6
CCOC(=O)c1c(C)c(C(=O)OCC)n(C)c1C	1	-16	9	1	-11	-28	6	-4	7	-10	-19
COc1ccc(CCNS(=O)(=O)c2ccc(N3CCCC3=O)cc2)cc1	5	-4	-2	-6	9	16	-4	-6	9	-2	10
N#Cc1ccsc1NC(=O)CN1CCN(c2ccccc2O)CC1	5	-5	-6	-6	-26	-17	1	17	2	-31	24
CC1=C(C(=O)OCc2ccccc2)C(c2ccccc2Cl)NC(=O)N1CCCCCC(=O)O (centres undefined)	3	-3	-9	-7	-20	3	-8	20	-8	-2	6
O=C(CCc1nnc(CCCCc2ccccc2)o1)NC1CCCC1	11	-2	3	-7	-16	-5	5	6	2	-18	-11
Cc1nc(C(=O)NNC(=O)c2ccc(Cl)cc2)cs1	0	22	8	-3	-14	-27	-11	13	18	1	8
O=C(Cc1c(F)cccc1Cl)NCCc1c[nH]c2ccccc12	4	-22	11	-13	7	-10	2	6	1	-5	14
COc1ccc(S(=O)(=O)N(C)CC(=O)Nc2ccc(C(N)=O)cc2)cc1OC	-3	-11	-3	0	-9	-19	-8	10	-4	1	-1
COc1ccc(C)cc1S(=O)(=O)N1CCN(C(=O)c2ncoc2-c2ccc(F)cc2)CC1	4	-14	-22	-7	21	3	6	10	1	-7	-15
N#Cc1nc(/C=C/c2ccccc2)oc1NCCCN1CCOCC1	-7	-2	-28	-6	-48	-61	-66	-15	-6	-32	-13
Cc1ccc(C)c(OCc2cc(C(=O)N3CCC(N4CCCC(O)C4)CC3)no2)c1 (centres undefined)	-1	-12	-3	5	-9	-5	11	1	1	-19	-19
CCOC(=O)/C=C1\SCC(=O)N1CC(=O)NCc1cccc(Cl)c1	-13	0	10	-14	-9	-2	11	9	5	-4	8

The list continues.
SMILES	TLR9-MyD88 block	TRAIL sens C8	NR2F2 inh	NOD2-RIPK2 inh	NR5A2 inv ag	TROY signal inh	NCOA2 inhibitor	NCOA3 inh	EBV LMP1 NFkB	SRC1 inh	TWEAK-Fn14 inh
CCN(CC)S(=O)(=O)c1cc(NC(=O)COc2ccc(C#N)cc2OC)ccc1C	-6	-5	16	-3	-5	33	-26	9	4	-10	7
N#Cc1ccsc1NC(=O)COC(=O)c1ccc(Br)o1	2	-18	-7	7	-3	-37	9	20	0	-15	-5
CCN(CC)c1nc(OCCNC(=O)Nc2ccccc2)nc(N(CC)CC)n1	-2	4	23	-5	5	-1	-4	-11	-3	-13	2
O=C(O)C=Cc1c[nH]c2nccnc12	-10	-7	7	-14	5	-11	-3	7	6	-7	15
O=C(CSc1nnc(COc2ccc(F)cc2)o1)N1c2ccccc2CCc2ccccc21	-14	47	27	1	-10	15	-3	9	-14	3	36
COc1ccc(-n2c(SCC(=O)Nc3ccc(C(=O)O)cc3)nnc2-c2ccccc2)cc1OC	5	-15	3	7	11	4	6	-5	-9	-8	7
COC(=O)Cc1cc(=O)n(-c2ccccc2)[nH]1	0	-8	-3	-2	14	-11	-18	9	0	10	2
CC(c1ccccc1)N(CC(=O)NC1CCCCC1)S(=O)(=O)c1cccc(C(F)(F)F)c1 (centres undefined)	-153	15	2	-9	20	21	7	20	-11	-4	8
Cc1cc(NC(=O)CCC(=O)N(c2ccccc2)C(C(=O)NC(C)(C)C)c2ccccc2Cl)no1 (centres undefined)	-3	-12	18	-3	-28	24	13	-28	-1	3	25
COc1ccc(S(=O)(=O)NC(C)(C)C)cc1-c1nnc2c3ccccc3c(C)nn12	1	-2	-7	-2	14	3	-4	-17	-17	-14	-12
N#C/C(=C\c1ccc(-c2ccc(S(=O)(=O)N3CCOCC3)cc2)o1)C(=O)NC1CC1	7	-1	-6	5	15	-1	20	1	-6	-9	22
O=C(O)c1cnc2[nH]c3ccccc3n2c1=O	7	-9	-2	-4	5	-6	7	-1	-2	-6	-1
NC(N)=NS(=O)(=O)c1ccc(NC(=S)NC(=O)/C=C/c2ccccc2)cc1	-3	23	-4	3	-15	-16	27	-1	-13	-9	-5
Cc1cccc(NC(=S)NNC(=O)c2cccc([N+](=O)[O-])c2)c1	0	4	-13	5	-20	3	0	-4	2	-8	-9
N#CC(C(=O)NCc1ccccc1)c1nc2ccccc2nc1N1CCCC1 (centres undefined)	-5	-3	0	-4	22	9	-13	-13	-4	14	29
Cc1ccc(CCSc2ccc(F)cc2)cn1	.	-13	-17	-5	-14	-43	-1	-8	.	-8	-15
COc1ccccc1[C@@H]1C(c2cccc(Cl)c2)=NN(c2ccc(Br)cc2)[C@H]1C(=O)N1CCOC1=O	9	-6	-1	13	12	1	1	-2	-15	-14	17
COC(=O)[C@]1(C)N[C@H](CN(C)C(=O)c2ccccc2)[C@@H]2C(=O)N(Cc3ccccc3)C(=O)[C@@H]21	4	4	-11	6	-5	5	-9	4	7	0	10
O=C(COC(=O)/C=C/c1cccc(C(F)(F)F)c1)NC1CCS(=O)(=O)C1 (centres undefined)	-1	19	8	-13	-20	0	3	16	-5	-6	1
CCS(=O)(=O)C1=NN2C(=N)/C(=C\c3ccc(SCc4ccco4)o3)C(=O)N=C2S1	2	0	5	4	2	-13	7	0	1	2	4
Cc1cc2nccc(-c3ccc(Cl)c([N+](=O)[O-])c3)n2n1	-5	-3	10	5	-1	1	12	0	-1	0	6
COc1cc(-c2[nH]ncc2CN(C)Cc2cc(C)[nH]n2)cc(OC)c1OC	-5	-4	1	2	10	13	-8	15	-7	-2	-11
CCOC(=O)C1CCCN(C(=O)c2sc3nc4n(c(=O)c3c2C)CCC4)C1 (centres undefined)	-2	-5	-12	-8	6	-5	-40	6	-1	6	-1
O=C1C=C(c2ccc3[nH]ccc3c2)C[C@@H](c2ccc(Cl)cc2)C1	0	-2	8	8	-41	18	16	4	-6	-6	-10
Cc1cccc(OC(=O)n2c(=S)oc3cc(Cl)ccc32)c1	2	-4	2	2	12	3	-7	-4	1	5	6
COc1ccc(OCC2CCCN(Cc3nc(CC4CC4)no3)C2)cc1 (centres undefined)	0	-1	-3	2	-7	-35	-5	0	-4	-9	-48

Shown with values under each structure: 7 of the compounds above.
Sequence of screens: TLR9-MyD88 block	TRAIL sens C8	NR2F2 inh	NOD2-RIPK2 inh	NR5A2 inv ag	TROY signal inh	NCOA2 inhibitor	NCOA3 inh	EBV LMP1 NFkB	SRC1 inh	TWEAK-Fn14 inh
N#Cc1nc(/C=C/c2ccccc2)oc1NCCCN1CCOCC1
→ -7	-2	-28	-6	-48	-61	-66	-15	-6	-32	-13
Cc1ccc(C)c(OCc2cc(C(=O)N3CCC(N4CCCC(O)C4)CC3)no2)c1 (centres undefined)
→ -1	-12	-3	5	-9	-5	11	1	1	-19	-19
CCOC(=O)/C=C1\SCC(=O)N1CC(=O)NCc1cccc(Cl)c1
→ -13	0	10	-14	-9	-2	11	9	5	-4	8
CCN(CC)S(=O)(=O)c1cc(NC(=O)COc2ccc(C#N)cc2OC)ccc1C
→ -6	-5	16	-3	-5	33	-26	9	4	-10	7
N#Cc1ccsc1NC(=O)COC(=O)c1ccc(Br)o1
→ 2	-18	-7	7	-3	-37	9	20	0	-15	-5
CCN(CC)c1nc(OCCNC(=O)Nc2ccccc2)nc(N(CC)CC)n1
→ -2	4	23	-5	5	-1	-4	-11	-3	-13	2
O=C(O)C=Cc1c[nH]c2nccnc12
→ -10	-7	7	-14	5	-11	-3	7	6	-7	15
